MLL CXXC-DNA inh: MLL CXXC-DNA interaction inhibition. Q03164. MLL-CXXC / FITC-HOXA9 DNA fluorescence polarization. Potency, µM (highest dose often 115 µM), inactives show top-dose activity change, negative = inhibition, usual class: inhibitors. 290,000 compounds, 0.037% hits. AID 2662; active = well fitted inhibition curve with a large enough effect in the polarisation, with a control signal flat, not every such curve was filed as active; inconclusive = small, poorly fitted or top-dose-only effect, or effect the other way, or a change in a side signal; inactive = no such curve, though single readings can be large or run the other way; the % refers to the polarisation; note: potency is the fitted concentration of half-maximal effect
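Steps: dispense CXXC domain solution (7 uM) → pin compounds or unlabeled HOX-A9 DNA control → 5 min ambient → add FLSN-HOX-A9 solution (50 nM) → spin → 30 min ambient → fluorescence polarization. Tris pH 7.5/NaCl/DTT/BSA buffer.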
MBNL1 CUG block: MBNL1-poly(CUG) RNA binding inhibition; Q9NR56; TR-FRET MBNL1-His/biotin-(CUG)12 binding, 665/545 ratio; Potency, µM (series often up to 57.5 µM), without a hit: at the top dose activity change, negative = inhibition, actives largely listed as inhibitors; 280,000 compounds, 0.036% hits; active = well fitted inhibition curve with a large enough effect in the signal ratio, with a control signal flat, not every such curve was filed as active; inconclusive = small, poorly fitted or top-dose-only effect, or effect the other way, or a change in a side signal; inactive = no such curve, though single readings can be large or run the other way; the % refers to the signal ratio; note: potency is the fitted concentration of half-maximal effect; % is set by controls: 0 for no effect and ±100 for the full control effect
Target sequence (Q9NR56 whole entry, looked up): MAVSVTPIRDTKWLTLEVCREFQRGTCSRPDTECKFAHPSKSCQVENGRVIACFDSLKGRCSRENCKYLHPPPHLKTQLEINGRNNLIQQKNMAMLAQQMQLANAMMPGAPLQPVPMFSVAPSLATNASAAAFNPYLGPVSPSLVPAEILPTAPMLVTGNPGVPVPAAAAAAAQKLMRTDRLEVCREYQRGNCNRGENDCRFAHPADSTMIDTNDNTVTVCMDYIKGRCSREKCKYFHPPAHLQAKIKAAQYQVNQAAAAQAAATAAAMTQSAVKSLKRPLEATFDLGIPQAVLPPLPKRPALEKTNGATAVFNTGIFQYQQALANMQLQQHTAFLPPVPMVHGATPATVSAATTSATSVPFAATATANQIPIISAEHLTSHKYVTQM
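His-tagged MBNL1 binding to biotinylated (CUG)12 RNA was measured by TR-FRET using terbium anti-His antibody (0.055 ng/ul final) and streptavidin-XL665 (5 nM final). Compounds were titrated 92 nM to 58 uM; 60 min at room temperature.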
AT treatment: potential ataxia-telangiectasia treatment; AID 485349; 320,000 compounds, 0.19% hits; […] A-T fibroblasts, KAP-1 phosphorylation AlphaLISA; neocarzinostatin DNA damage 30 min before lysis; Potency, µM (titrated, usually from 57.5 µM), for inactives: top-dose activation, hits mostly activators; note: potency is the fitted concentration of half-maximal effect; % of control where 0% means no effect; nearly all actives have a fitted effect of over 45% in size
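hTERT-immortalized A-T patient fibroblasts ([…]), 500 cells/well in OPTI-MEM, 1% FBS, got compounds for 60 min, then NCS for 30 min at 37C. Lysates were then assayed for phospho-KAP-1 by AlphaLISA (anti-pKAP1 donor, anti-KAP1 acceptor beads), 6 hr at 25C.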
TCR act: activators of T cell receptors. 330,000 tested, under 10 active. Potency, µM (doses to about 9.22 µM), for inactives: top-dose activation of IL-2 secretion, actives largely listed as activators. AID 504894. primary human leukocytes, anti-CD3, IL-2 HTRF, 48 h; note: % of control where 0% means no effect
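Human primary leukocytes + a-CD3 beads + cpd, 48 hr; IL-2 in supernatant by HTRF (ex 320nm / em 665nm). No co-stimulatory signal supplied.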
Mito fusion yeast: inhibitors of mitochondrial division or activators of mitochondrial fusion; S. cerevisiae fusion-defective mutant growth rescue, CellTiterGlo 48 h; Potency, µM (series often up to 46.1 µM), without a hit: top-dose growth rescue (activation), hits mostly activators; 320,000 compounds, 0.23% hits; AID 485298;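 note: potency is the fitted concentration of half-maximal effect; % of control where 0% means no effect; nearly all actives have a fitted effect of over 45% in size; temperature-sensitive fusion mutants such as fzo1-1 at 37 °C on non-fermentable ethanol glycerol medium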
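Temperature-sensitive fusion-defective S. cerevisiae (e.g. fzo1-1, mgm1-5) were grown with compound in YPEG medium (3% ethanol, 3% glycerol) for 48 hours at 37C. Growth rescue was measured as viability by CellTiterGlo luminescence after 10 minutes at ambient.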
a7 integrin act: activates integrin-mediated alleviation for muscular dystrophy | alpha7betagal myoblasts, beta-gal FDG fluorescence, 48 h | Potency, µM (top dose mostly 38.3 µM), without a hit: at the top dose activation, usual class: activators | 350,000 compounds, 0.064% hits;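 note: potency is the fitted concentration of half-maximal effect; 100% = response of the positive control SU9516; nearly all actives have a fitted effect of over 60% in size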
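Alpha7betagal+/- myoblasts (passage 13) were plated 16-24 hr, then exposed to compounds (1:260 dilution of DMSO stock) for 48 hours at 37C. After MPER lysis, β-galactosidase reporter activity was read as FDG fluorescence (ex 480/em 540) after 30 minutes.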
ASM inhibitor: inhibitors of human secretory acid sphingomyelinase | P17405 | placental ASM, HMU-PC fluorogenic substrate, 60 min | Potency, µM (top dose mostly 57.5 µM), for inactives: at the top dose activity change, negative = inhibition, hits mostly inhibitors | 340,000 compounds, 0.006% hits | AID 504937; note: potency is the fitted concentration of half-maximal effect
Target sequence (P17405 47-631 limits assumed): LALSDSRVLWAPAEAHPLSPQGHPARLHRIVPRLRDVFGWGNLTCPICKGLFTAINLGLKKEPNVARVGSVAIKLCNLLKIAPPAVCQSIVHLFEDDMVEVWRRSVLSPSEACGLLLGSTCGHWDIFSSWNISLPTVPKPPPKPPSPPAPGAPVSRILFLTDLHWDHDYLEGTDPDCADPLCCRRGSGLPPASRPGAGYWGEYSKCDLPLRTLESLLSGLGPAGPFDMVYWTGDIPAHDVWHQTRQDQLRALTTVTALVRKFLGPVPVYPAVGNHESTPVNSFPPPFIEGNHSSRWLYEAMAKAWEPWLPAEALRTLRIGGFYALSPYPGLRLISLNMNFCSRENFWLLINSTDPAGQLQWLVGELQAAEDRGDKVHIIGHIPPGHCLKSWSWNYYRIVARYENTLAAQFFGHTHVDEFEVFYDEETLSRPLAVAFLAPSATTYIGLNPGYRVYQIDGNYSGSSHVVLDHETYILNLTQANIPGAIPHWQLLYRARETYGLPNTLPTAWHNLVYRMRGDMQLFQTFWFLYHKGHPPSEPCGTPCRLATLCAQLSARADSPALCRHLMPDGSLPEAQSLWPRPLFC
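HMU-PC0 cleavage (9 uM final) by human placental ASM, 60 min at 37 °C following 10 min compound exposure at RT; stopped at pH 10, fluorescence Ex 386/Em 447 nm.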
Menin MLL FP TR: inhibitors of human menin-MLL interaction, mutant MLL peptide; Menin + Texas Red MLL mutant peptide, fluorescence polarization; Potency, µM (titrated, usually from 61.6 µM), for the others: top-dose FP activity change, negative = inhibition, usual class: inhibitors; 270,000 compounds, 0.23% hits; AID 1768; active = well fitted inhibition curve with a large enough effect in the polarisation, with a control signal flat, not every such curve was filed as active; inconclusive = small, poorly fitted or top-dose-only effect, or effect the other way, or a change in a side signal; inactive = no such curve, though single readings can be large or run the other way; the % refers to the polarisation; note: potency is the fitted concentration of half-maximal effect; % of control where 0% means no effect; many of its hits are not listed in these tables
PTAP TSG101 blk: blocks PTAP/TSG101 interaction to inhibit HIV-1 budding | Q99816 | Fluorescence polarization, FITC-PTAP peptide / Tsg101 binding | Potency, µM (doses to about 115 µM), for inactives: at the top dose activity change, negative = inhibition, most hits filed as inhibitors | 340,000 tested, under 10 active | AID 493005; active = well fitted inhibition curve with a large enough effect in the main read-out, with a control signal flat, not every such curve was filed as active; inconclusive = small, poorly fitted or top-dose-only effect, or effect the other way, or a change in a side signal; inactive = no such curve, though single readings can be large or run the other way; note: potency is the fitted concentration of half-maximal effect; % of control where 0% means no effect
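FP read-out: FITC-PTAP peptide, 50 nM final, binding Tsg101 binding domain, 10 uM final; 20 min, r.t.; 10 mM HEPES pH 7.5, 0.15 M NaCl, 0.01% Tween 20, 3 mM EDTA, 0.1 mM TCEP.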
TSHR antag: blocks TSH signaling through the human TSH receptor. activity change, negative = inhibition, % at 11.5 µM. TSHR-expressing cells, TSH-stimulated cAMP HTRF, 2 h; hits give low values. 330,000 compounds, 0.2% hits;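 active = activity change below a set negative limit, meaning inhibition stronger than a set level, cut at about -70% in these data; inconclusive = activity change between two set negative limits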; note: % is set by controls: 0 for no effect and ±100 for the full control effect
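Inhibition of cAMP made by TSHR-expressing cells under TSH stimulation (4nM final, EC80; 2 h, 37 deg C) is quantified with a one-step lysis HTRF kit, anti-cAMP cryptate versus cAMP-d2.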
* = called active by the depositor; ? = inconclusive; · = no result given; [ ] = dose if it differs, or a comment. Unless noted, calls come from the whole dose curve; as a rule, active = well fitted curve in the direction sought with a large enough effect; inconclusive = small, poorly fitted or top-dose-only effect, or another doubt; inactive = no such curve, though single readings can be large; an effect the other way counts as inactive or inconclusive. An excerpt, so the mix of outcomes need not match the whole.

SMILES	MLL CXXC-DNA inh	MBNL1 CUG block	AT treatment	TCR act	Mito fusion yeast	a7 integrin act	ASM inhibitor	Menin MLL FP TR	PTAP TSG101 blk	TSHR antag
CC(=O)c1cc2c(cc1NC(=O)C1CN(C(C)=O)c3ccccc3O1)OCO2 (stereo not drawn)	·	·	19%	9%[46.1 µM]	·	-12%	30%	·	-1%	46
C/C(O)=C(/C#N)c1nc2ccccc2[nH]1	-6%	-8%	-1%	0%	-6%	12%	-1%	-4%	0%	6
CSc1ccc(S(=O)(=O)NCC(=O)OC(C)C(=O)NCc2ccccc2)cc1[N+](=O)[O-] (stereo not drawn)	·	·	-6%	4%	6%	7%	-1%	·	-1%	-16
CCNc1ccc(C2(O)C(=O)c3ccccc3C2=O)cc1	4%	8%	-11%	-6%[46.1 µM]	-2%	3%	4%	-4%	-7%	4
COc1ccc2c(c1)[C@H]1[C@H](CO2)[C@H](c2ccccc2)[C@]2(C)C(=O)Nc3ccc(F)cc3C(=O)N12	·	·	1%	4%	·	2%	-6%	·	·	-2
COc1ccccc1NS(=O)(=O)c1cc(NC(=O)CCNC(C)=O)ccc1N1CCCCC1	·	·	2%	1%	-7%	-17%	-1%	·	-4%	-3
Cc1cc(C)n(/N=C/c2cc([N+](=O)[O-])ccc2O)c(=O)c1	1%	4%	2%	·	2%	11%	-1%	0%	-3%	-8
Cc1cc(O)cc2c1C(c1ccc(F)cc1)CC1(CC(C)(C)NC(=S)N1)O2 (stereo not drawn)	-8%	1%	-5%[11.5 µM]	2%	-9%	2%	0%	?	-1%	-7
C=CCc1c(C)nc(-c2ccccc2)nc1N/N=C/c1ccncc1	-1%	22%	0%	0%	4%	19%	-3%	3%	-10%	-14
O=C(Nc1ccccc1C(=O)N1CCOCC1)C1CC(=O)N(C2CCCC2)C1 (stereo not drawn)	-4%	2%	4%	-2%	-3%	12%	9%	11%	-14%	-4
COc1ccc(NC(=O)C2CCC(CNc3c(N4CCOCC4)c(=O)c3=O)CC2)cc1Cl (stereo not drawn)	14%	-1%	-2%	15%	5%	6%	2%	·	0%	-6
Nc1c(Cl)c(Cl)nc(C(=O)OCC(=O)NCc2ccccc2)c1Cl	·	·	9%	-18%	0%	?	-1%	·	-7%	-1
Cc1csc2nc(CNC(=O)CCC(=O)O)cn12	-3%	-1%	4%	-9%	0%	-17%	1%	0%	0%	8
COc1cc(C(c2c(C)[nH][nH]c2=O)c2c(C)[nH][nH]c2=O)cc(OC)c1OC	2%	2%	-10%	3%	-3%	-1%	-1%	21%	-1%	4
COc1ccc(NC(=O)CN(C)C(=O)Cc2c[nH]c3ccccc23)cc1	·	·	2%	-4%	-4%	0%	-2%	·	0%	-17
Cc1ccc2n(n1)c(=O)c(Cc1ccccc1)c([O-])[n+]2-c1ccccc1	8%	?	8%	5%[46.1 µM]	-2%	-11%	-2%	-5%	-4%	7
COc1ccc(OC)c(/C=N/NC(=O)CCCC(=O)Nc2cccc(Br)c2)c1	-7%	11%	-5%	·	0%	-4%	45%[activator]	41%[activator]	·	-10
Cc1cccc2cc(CN(Cc3nnnn3C3CCCCC3)C3CCCC3)c3nnnn3c12	4%	1%	-3%	5%[46.1 µM]	11µM*	17%	-7%	-3%	-1%	-13
CCOC(=O)C1=C(C)N(C)C(=O)C1CC(=O)O (stereo not drawn)	-2%	7%	-5%	-2%	1%	44%[7.66 µM]	-3%	-15%	1%	-2
C=CCn1c(SCc2ccc(C(=O)NCCO)cc2)nc2ccccc2c1=O	1%	-3%	-21%	12%	4%	4%	-5%	-3%	-6%	-5
COc1ccc(S(=O)(=O)N2CCCC(C(=O)N3CCCC3)C2)cc1OC (stereo not drawn)	·	·	-5%	·	1%	-40%	9%	·	-6%	18
O=C(CN(CCc1ccccc1)S(=O)(=O)c1ccc(Cl)cc1)N/N=C/c1ccc2c(c1)OCO2	14%	-8%	7%	1%[46.1 µM]	-4%	1%	-14%	9%	1%	-1
CCn1c(CSc2nc3ccccc3s2)nnc1SCC(=O)OC(C)(C)C	-12%	1%	4%	6%	-6%	1%	-3%	·	-3%	-2
Cc1cc(C)nc(/N=C(\N)Nc2ccc(OCCC(C)C)cc2)n1	34%[activator]	0%	4%	-7%	-20%	-76%[inhibitor]	-7%	?	-1%	-7
O=C(C(Cl)Cl)N1CCN(Cc2ccc3c(c2)OCO3)CC1	2%	0%	-6%	3%	2%	-18%	0%	-8%	-4%	4
CC1CCCCC1NC(=O)COC(=O)COc1ccccc1Cl (stereo not drawn)	-3%	-2%	3%	-3%	-11%	5%	1%	10%	3%	20
Cc1nn(Cc2c(F)cccc2Cl)c(C)c1[N+](=O)[O-]	9%	-4%	3%	3%	10%	30%	-1%	11%	-4%	-11
C=CCNC(=O)CC(=O)N/N=C/c1ccc(F)cc1	12%	3%	17%	12%	-5%	-10%	-4%	9%	3%	6
C=CCN(Cc1ccc(Cl)s1)C(=O)CNC(=O)CNC(=O)c1ccc(Cl)cc1Cl	·	·	-2%	-5%	-5%	19%	-1%	·	-7%	-16
CC(=O)NCCC(=O)Nc1nc(-c2ccccc2Cl)cs1	2%	4%	-7%	-13%	-3%	?	-1%	1%	-1%	-8
COc1ncccc1C(=O)N1CCCC(C(=O)c2cc(F)ccc2F)C1 (stereo not drawn)	-3%	2%	-3%	6%	-3%	-19%	2%	0%	-8%	-9
O=S(=O)(c1ccc(Br)cc1Cl)N1CCCN(c2ccc(C(F)(F)F)cn2)CC1	·	·	22%	-3%	·	-20%	-10%	·	-3%	-20
Cn1cc(SCC(=O)NCC2CCCO2)c2ccccc21 (stereo not drawn)	5%	?	2%	-3%	4%	-19%	8%	0%	-3%	5
Cc1ccc(C(=O)N2CCCC(C(=O)Nc3cccc(-c4ccc(F)cc4)c3)C2)cn1 (stereo not drawn)	5%	-4%	-1%	5%	-22%	0%	-7%	17%	-2%	-1
COc1ccc(CC(NC(C)=O)C(=O)NC2CCN(C(=O)Nc3ccccc3C)CC2)cc1OC (stereo not drawn)	8%	-2%	10%	9%	2%	-12%	-1%	·	-3%	-9
CCc1nnc(NC(=O)CSc2nc3cc4c(cc3cc2C)OCCO4)s1	11%	5%	-4%	-7%	2%	44%	3%	-12%	-3%	-3
CCCCc1nc2cc(C(=O)N3CCCCC3COC)ccc2o1 (stereo not drawn)	9%	-12%	4%	-3%	1%	6%	2%	-14%	-3%	-1
COc1ccc(CNC(=O)c2cc(-c3cc(C)cc(C)c3O)n[nH]2)cc1	0%	-3%	1%	-5%	-4%	-9%	-2%	·	0%	-9
CCOC(=O)C(C)NC(=O)C(NC(=O)C1CCC(CC)CC1)C(C)C (stereo not drawn)	2%	1%	·	0%	-3%	9%	1%	-15%	-5%	·
COC(=O)COc1ccc(S(=O)(=O)N2CCc3ccccc3C2)cc1C	-7%	6%	·	·	4%	5%	-1%	-1%	-2%	-2
COc1cccc(/C=C/C(=O)OCC(=O)N2CCCC2)c1OC	·	·	14%	5%	·	-30%	5%	·	-1%	·
COc1ccc2nc(NC(=O)c3cccc(N4C(=O)CCC4=O)c3)sc2c1	·	·	-1%	1%	-5%	-26%	-1%	·	-6%	4
COc1cc(C2Nc3ccccc3C(=O)N2c2ccccc2)c(Br)cc1OCC(=O)O (stereo not drawn)	0%	-3%[11.5 µM]	-2%	1%[46.1 µM]	-33%[inhibitor]	7%	94%[activator]	11%	-4%	2
Cc1ccnc(NC(=O)COC(=O)c2ccc(F)cc2F)n1	-3%	·	-8%	-1%	-1%	23%	9%	·	-1%	4
CCCN1CCN(CCCNC(=O)C(CC)n2nc(C)c3sc4ccccc4c3c2=O)CC1 (stereo not drawn)	0%	1%	-7%	-2%	2%	-65%[inhibitor]	23%	·	-2%	-4
CCOc1ccc(C2=Nc3ccc(Br)cc3C(c3ccc(N4CCOCC4)cc3)=NN2)cc1	6%	-11%	5%	0%[46.1 µM]	8%	-13%	-7%	6%	-3%	17
Cc1cc(Br)ccc1NC(=O)C1CCCO1 (stereo not drawn)	5%	2%	2%	2%	-2%	13%	1%	1%	-8%	9
COc1cc(/C=C/c2c([N+](=O)[O-])c(=O)n(C)c(=O)n2C)cc(OC)c1OC	11%	19%	·	1%	-2%	-46%[inhibitor]	-2%	10%	-11%	-8
